Compound activity as filed in PubChem.
LYPLA1 inh: LYPLA1 inhibitors, primary screen, counter-screen for PME1 inhibitor project, biochemical, fluorescence polarization, FP-Rh probe ABPP; Acyl-protein thioesterase 1 (Homo sapiens), O75608; recombinant LYPLA1; inhibition, % at 5.9 µM; hit rate 0.16% among 320,000; AID 2174, 2009;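 active means inhibition above the mean of all tested compounds plus 3 SD, set per campaign, cut at about 14% in these data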;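 further: inhibitors block serine hydrolase probe labeling of LYPLA1 so polarization falls; 0% = enzyme with DMSO and 100% = wells lacking LYPLA1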
Target sequence (O75608 whole entry, looked up): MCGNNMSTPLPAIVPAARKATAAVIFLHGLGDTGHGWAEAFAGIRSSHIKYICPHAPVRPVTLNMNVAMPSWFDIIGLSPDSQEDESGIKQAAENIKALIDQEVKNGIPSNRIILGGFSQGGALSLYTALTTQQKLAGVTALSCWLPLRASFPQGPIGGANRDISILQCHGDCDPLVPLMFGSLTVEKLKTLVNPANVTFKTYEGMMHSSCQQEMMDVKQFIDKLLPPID
ZTA counter: ZTA (EBV) inhibition in EBNA-1 counter-screen | P03206 | inhibition, % at 11 µM | AID 2234 | ZTA-DNA binding, fluorescence polarization | hit rate 0.15% among 320,000; in the data active means inhibition above about 33%
GSTO1 inh: inhibitors of recombinant GSTO1, primary screen, counter-screen for RBBP9 inhibitor project, biochemical, fluorescence polarization; Glutathione S-transferase omega-1 (Homo sapiens), P78417; inhibition, % at 5.96 µM; activity-based probe fluorescence polarization; hit rate 1.1% among 300,000;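 active means inhibition above the campaign mean inhibition plus 3 SD, cut at about 35% in these data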;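 further: 0% = GSTO1-1 with DMSO and 100% = wells lacking GSTO1-1 enzyme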
PAFAH1B3 inh: PAFAH1B3 enzyme inhibitors, primary screen, biochemical, fluorescence polarization, human | Platelet-activating factor acetylhydrolase IB subunit alpha1 (Homo sapiens), Q15102 | recombinant PAFAH1B3, FP-rhodamine probe | inhibition, % at 3.39 µM | hit rate 0.28% among 340,000 | AID 492972, 2010;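 active means inhibition above the screen-wide average of all tested compounds plus 3 SD, cut at about 25% in these data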;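 further: 0% = enzyme with DMSO only and 100% = wells lacking PAFAH1B3 protein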
PAD4 inh: human PAD4 inhibitors, primary screen, biochemical, fluorescence polarization, 1536-well format; recombinant PAD4, RCA probe fluorescence polarization; inhibition, % at 6.36 µM; hit rate 0.41% among 330,000; AID 485272, 2010;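 active means percent inhibition above a cutoff equal to the mean of all tested compounds plus 3 SD, cut at about 15% in these data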;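 further: 0% = PAD4 with RCA probe and DMSO and 100% = probe without PAD4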
Target sequence (Q9UM07 whole entry, looked up): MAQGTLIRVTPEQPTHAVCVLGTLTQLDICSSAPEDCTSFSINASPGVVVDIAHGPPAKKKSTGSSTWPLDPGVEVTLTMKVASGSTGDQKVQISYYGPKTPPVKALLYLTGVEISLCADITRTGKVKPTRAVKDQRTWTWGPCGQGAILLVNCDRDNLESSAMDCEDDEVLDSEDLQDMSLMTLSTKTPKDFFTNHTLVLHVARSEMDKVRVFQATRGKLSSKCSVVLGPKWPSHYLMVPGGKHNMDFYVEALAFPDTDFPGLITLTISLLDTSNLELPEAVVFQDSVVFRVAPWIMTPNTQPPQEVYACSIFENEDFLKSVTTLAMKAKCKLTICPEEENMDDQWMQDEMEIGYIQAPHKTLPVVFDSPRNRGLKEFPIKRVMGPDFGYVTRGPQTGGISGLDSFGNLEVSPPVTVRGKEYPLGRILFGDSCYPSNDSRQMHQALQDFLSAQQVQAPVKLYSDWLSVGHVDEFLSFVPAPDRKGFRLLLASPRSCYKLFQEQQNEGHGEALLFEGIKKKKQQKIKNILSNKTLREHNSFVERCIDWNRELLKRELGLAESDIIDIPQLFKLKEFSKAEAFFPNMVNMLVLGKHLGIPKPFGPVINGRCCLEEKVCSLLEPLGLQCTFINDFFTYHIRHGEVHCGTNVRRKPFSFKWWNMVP
LYPLA2 counter: LYPLA2 inhibitors, primary screen, counter-screen for PME1 inhibitor project, biochemical, fluorescence polarization, FP-Rh probe ABPP. Acyl-protein thioesterase 2 (Homo sapiens), O95372. recombinant LYPLA2. inhibition, % at 5.9 µM. hit rate 0.38% among 320,000. AID 2177, 2009;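 active means inhibition above the screen-wide mean plus 3 SD, limit set per campaign, cut at about 26% in these data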;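 further: 0% = LYPLA2 with DMSO and 100% = wells lacking LYPLA2 enzyme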
PREPL inhibitor: PREPL enzyme inhibitors, primary screen, biochemical, fluorescence polarization; Prolyl endopeptidase-like (Homo sapiens), Q4J6C6; recombinant PREPL, fluorescence polarization activity-based probe; inhibition, % at 5.96 µM; hit rate 0.68% among 320,000; in the data active means inhibition above about 43%;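 further: 0% = enzyme with DMSO and 100% = wells lacking enzyme; many of its hits are not listed in these tables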
PAFAH2 inh: PAFAH2 enzyme inhibitors, primary screen, biochemical, fluorescence polarization, human; AID 492956, 2010; hit rate 0.99% among 340,000; Platelet-activating factor acetylhydrolase 2, cytoplasmic (Homo sapiens), Q99487; inhibition, % at 3.39 µM; recombinant PAFAH2, FP-rhodamine activity probe;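 active means inhibition above the mean over all tested compounds plus 3 SD, cut at about 30% in these data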;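 further: inhibitors block probe labeling of enzyme so polarization drops; 0% = enzyme with DMSO and 100% = wells lacking PAFAH2 protein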
EBNA-1 inhibitor: EBNA-1 DNA-binding inhibitors, primary screen, biochemical, fluorescence polarization; hit rate 0.34% among 300,000; inhibition, % at 14.8 µM; AID 1950, 2009; in the data active means inhibition above about 28%
An asterisk follows results filed as active; x = not tested or not shown. This is a subset; count on the stated rates, not on these rows.

Molecule	LYPLA1 inh	ZTA counter	GSTO1 inh	PAFAH1B3 inh	PAD4 inh	LYPLA2 counter	PREPL inhibitor	PAFAH2 inh	EBNA-1 inhibitor
CCOc1cccc2cc(C(=O)N3CCN(C/C=C/c4ccccc4)CC3)c(=O)oc12	-2.6	3.4	-1.9	8.0	1.5	5.9	-52.5	1.5	1.6
Cc1cc(C)nc(NS(=O)(=O)c2ccc(NC(=O)CN3C(=O)C4CC=CCC4C3=O)cc2)n1 (stereo unspecified)	0.2	-9.6	-0.5	1.0	1.4	5.6	0.8	2.3	-1.4
CC(C)(C)C(=O)NNC(=O)CCCOc1ccc(Cl)cc1Cl	-1.4	-11.5	3.2	7.1	0.0	-5.0	-6.7	6.9	-13.3
COc1cc(NC(=O)c2cccs2)c(C(=O)OCC(=O)c2cc(C)n(-c3ccccc3)c2C)cc1OC	0.9	8.6	-0.6	2.6	-2.0	-2.6	1.6	-11.7	7.5
O=C(COC(=O)/C=C/c1ccc(F)cc1)Nc1ccc(S(=O)(=O)N2CCOCC2)cc1	x	x	x	4.0	-3.7	x	26.6	3.6	x
O=C(N/C(=C/c1ccc(F)cc1)C(=O)N1CCCC1)c1ccccc1	-5.1	2.5	-1.0	7.7	-4.8	-6.8	3.2	12.2	-2.4
COc1cccc(NC(=O)CN2C(=O)NC3(CCCC3)C2=O)c1	-0.6	-8.2	5.3	-0.5	-1.1	-4.2	2.8	-3.5	-4.9
Cc1ccc(OCCC(=O)OCC(=O)Nc2cc(S(=O)(=O)N(C)C)ccc2C)cc1	0.9	14.9	9.9	0.6	-1.3	10.7	1.0	-14.3	-3.8
O=C1NC(=S)N/C1=C/c1cc([N+](=O)[O-])ccc1N1CCOCC1	1.4	-7.7	5.8	x	0.8	-0.5	6.0	x	2.7
O=C(CN(C(=O)CNC(=O)c1ccco1)c1ccc(F)cc1)NC1CCCCC1	3.2	-9.2	3.8	2.9	-1.4	5.4	-1.6	-5.0	6.8
Cc1ccc(S(=O)(=O)NCC(=O)OCC(=O)c2cc(C)n(-c3ccccc3)c2C)cc1	-2.0	4.6	2.2	4.5	4.8	4.1	15.5	3.0	0.7
CC12CCC(=O)N1C(C(=O)NNC(=O)c1ccccc1)CS2 (stereo unspecified)	3.4	-1.4	-1.1	5.8	-6.9	-2.1	-3.5	-0.9	1.0
O=C(NCCc1ccccc1)C1CCN(S(=O)(=O)c2ccc(-c3nn[nH]n3)cc2)CC1	-0.7	-15.8	-0.2	3.5	4.9	7.5	-0.4	4.0	1.5
CCOC(=O)N1CCC(NC(=O)CS(=O)(=O)Cc2nc(-c3cccc(OC)c3)oc2C)CC1	5.2	-17.2	0.1	2.1	-0.9	8.4	4.7	0.6	11.5
CCOC(=O)C1CCCN(C(=O)C2CCN(C(=O)Nc3ccccc3)CC2)C1 (stereo unspecified)	-1.3	14.5	10.2	8.1	-2.3	4.5	5.2	3.6	0.2
CCc1c(C)sc(NC(=O)Cn2nc(C(F)(F)F)c3c2CCCC3)c1C#N	-2.7	4.3	-0.7	2.1	-3.9	-3.1	-8.5	5.2	2.6
Cc1cc(OCCCCNC(C)C)cc(C(C)C)c1	2.2	18.2	3.0	9.9	-1.9	-1.9	-4.1	2.2	-16.9
Nc1nnnn1/N=C/c1ccccc1OCc1ccc(Cl)cc1Cl	-3.9	14.3	1.4	3.8	0.9	-5.0	27.5	4.5	2.8
Cc1cccc2c(N=Nc3ccc(S(=O)(=O)Nc4ccc(Cl)cc4)cc3[N+](=O)[O-])c(O)[nH]c12	-9.4	-6.1	-40.6	3.1	-6.3	-1.6	23.9	-20.5	-0.9
O=C(CSc1nc2ccccc2c(=O)n1Cc1ccco1)NCc1ccccc1	-3.9	6.4	10.5	3.5	-1.0	-2.6	1.4	0.5	11.8
CC(=O)Nc1ccc(NS(=O)(=O)Cc2ccccc2)cc1	0.5	-13.3	-0.8	-1.7	-3.8	-5.7	0.0	0.9	-0.4
CCN(CC)C(=O)CSc1nc2sc3c(c2c(=O)n1CCOC)CCC3	-3.4	8.7	-6.4	16.1	-0.7	-5.6	-2.5	-4.0	2.3
CSCCC(NC(=O)c1ccccc1)C(=O)NC1CCCC1 (stereo unspecified)	0.4	-22.8	8.8	0.1	1.2	3.3	0.4	-6.5	7.1
CNc1c(NS(=O)(=O)c2cc(OC)ccc2OC)c(=O)oc2ccccc12	-0.9	-14.6	3.4	3.6	0.8	-2.6	4.9	-2.8	-13.8
O=C(c1ccc2c3c(cccc13)CC2)C1CCCN(Cc2ccc(OCCO)cc2)C1 (stereo unspecified)	-3.0	-5.5	-1.2	0.6	-1.3	-0.3	42.4	0.3	2.8
CCCn1nnc(NC(=S)NC(=O)CC)n1	-1.1	-5.7	3.8	5.0	-1.7	1.4	8.8	-0.7	-13.3
COc1ccc(CC(=O)N(CC2CCCO2)c2nc3ccccc3s2)cc1 (stereo unspecified)	-1.9	10.1	6.2	-0.3	-1.0	3.9	-1.5	-3.7	7.2
Cc1ccc([N+](=O)[O-])cc1-c1ccc(/C=N\n2nnnc2N)o1	0.3	2.3	-3.3	-5.8	-2.8	2.5	1.5	2.1	1.8
COCCn1c(SCC(=O)N2CCCCC2)nc2c([nH]c3ccccc32)c1=O	-1.0	14.6	1.4	3.5	-7.0	-3.4	6.4	-0.9	-8.1
C/C(=N\Nc1nc(C)cc(-c2ccccc2)n1)c1cccc(N)c1	-1.1	-1.6	-3.9	4.2	-0.9	-0.4	6.2	-4.3	7.5
C=CCNC(=O)COc1coc(CN2CCN(C(=O)c3ccco3)CC2)cc1=O	-2.9	-4.0	5.5	1.2	2.9	0.8	1.9	-5.0	-1.6
Cc1ccc(NC(=O)CCn2c(=O)c3cccn3c3ccccc32)c(C)c1	2.1	12.6	-1.1	1.0	-0.4	-2.2	6.9	6.0	7.0
CC(=C1C(=O)c2ccccc2C1=O)N1CCN(c2ccc(F)cc2)CC1	-2.8	9.5	10.2	-7.1	2.4	-6.2	-0.1	-2.6	12.1
O=C(CCN1CCCC1)Nc1ccc(Br)cc1	-2.6	-12.3	2.0	5.6	1.0	1.8	-2.8	-4.3	-2.9
Cc1cc(=O)[nH]c(SCC(=O)Nc2cc(S(=O)(=O)N(C)C)ccc2Cl)n1	-2.0	3.0	4.6	5.9	1.1	-4.8	2.0	-0.2	-5.2
Cc1cccc(-c2nc(CN3CCN(Cc4cccc(F)c4)CC3)c(C)o2)c1	-1.8	2.3	0.3	3.5	-4.7	5.8	8.4	1.6	-2.8
CCc1ccc(NC(=S)NC2CC3CCCC(C2)N3Cc2ccccc2)cc1 (stereo unspecified)	-0.6	-0.2	1.6	8.3	1.3	-5.5	8.1	-12.3	1.3
COc1ccc(/C=N/NC(=O)CNS(=O)(=O)c2ccc(C)cc2)cc1	0.1	-2.8	-0.4	7.6	-0.9	-1.9	-4.2	-0.7	-16.1
CN(Cc1ccccc1OCCO)CC1CCCN(CCc2ccc(Cl)cc2)C1 (stereo unspecified)	-0.4	-5.8	10.6	5.7	-1.6	-2.0	19.0	-8.4	-7.9
O=C(Nc1ccc2c(c1)CCC2)c1cnccn1	1.1	-3.8	-2.4	12.2	-8.1	3.4	9.9	2.3	-14.5
O=C(COCc1nc2ccccc2c(=O)[nH]1)NCC1CCCCC1	-1.9	-0.1	-7.6	2.5	-3.1	-1.4	3.4	-1.1	-0.1
Cc1ccc(C(=O)N2CCN(c3ccc([N+](=O)[O-])c(NCc4ccco4)c3)CC2)cc1	-4.0	-4.8	-7.9	1.3	-3.7	-3.8	28.3	-3.5	-12.7
Cc1cs/c(=N/C(=S)Nc2ccccc2)n1C	4.7	-9.0	4.5	8.8	3.5	6.9	5.1	-4.3	6.4
Cc1ccc(C)c(-n2c(-c3ccc4c(c3)OCO4)n[nH]c2=S)c1	3.2	-5.7	-0.3	-6.6	2.9	11.4	10.1	4.2	5.6
CCn1ccnc1CC1COc2ccccc2O1 (stereo unspecified)	-1.4	15.4	0.0	-4.9	-2.1	3.4	-4.6	-1.6	8.3
CC(CCc1ccccc1)C(=O)NO (stereo unspecified)	-6.7	18.9	5.0	-5.0	-8.2	-3.0	1.1	3.5	5.3
Cc1ccc2c(Cl)cc(Cl)c(OCC(=O)NC(C)(C)C)c2n1	0.8	5.2	9.5	0.8	-3.2	3.2	7.3	0.9	5.1
CSc1ccccc1NC(=O)c1cc2c(=O)n3ccccc3nc2s1	-1.8	-8.7	7.7	3.5	-0.4	0.2	5.0	7.9	1.1
CC(C)CC(=O)N1CC(=O)Nc2ccc(F)cc2C1c1ccccc1 (stereo unspecified)	4.4	-0.4	2.1	6.7	-7.0	0.2	5.1	-3.5	4.9
COc1ccc(S(=O)(=O)N2CCCCC2)cc1NC(=O)c1cc([N+](=O)[O-])ccc1N1CCOCC1	-2.2	-6.3	-1.8	-1.8	-1.5	-2.3	7.9	7.4	6.6
CN(CC(=O)Nc1cccc(F)c1)C(=O)c1cc(-c2ccccc2)nc2ccccc12	-5.9	-10.5	10.8	-1.0	4.3	-8.3	-74.4	-2.4	-12.2
CC(=O)N1CC(C)Sc2ccc(S(=O)(=O)NCCc3cccc(C)c3)cc21 (stereo unspecified)	-4.1	1.9	20.2	-2.8	-3.2	5.1	-30.9	5.1	2.0
CCOC(=O)C1=C(C)Nc2[nH]c(=O)[nH]c(=O)c2C1c1cccs1 (stereo unspecified)	4.3	13.4	3.8	6.6	5.3	4.3	1.4	4.5	11.3
CCCn1nc(C(=O)Nc2nc(-c3ccccn3)cs2)c2ccccc2c1=O	-13.9	-1.1	x	6.2	3.2	-6.5	-19.4	-0.9	x
C/C(=N\Nc1nccnc1Cl)c1ccc([N+](=O)[O-])cc1	1.8	4.9	3.3	0.8	2.0	-1.3	-4.2	9.9	-11.9
COc1ccc(C(=O)NCc2ccc(-c3nc4ccccc4s3)cc2)cc1	-6.6	16.4	0.7	-13.1	-6.0	-7.8	-2.3	-2.0	3.4
COc1ccccc1CCNC(=O)C(=O)NCC1OCCN1S(=O)(=O)c1ccc(Br)cc1 (stereo unspecified)	0.1	-7.2	-3.7	-5.8	-2.9	-0.1	17.9	-3.9	-7.1
COCCN1Cc2cccc(C(=O)Nc3ccc(-c4nc5ccccc5[nH]4)cc3)c2C1=O	3.2	-7.2	-0.5	3.7	0.1	2.7	-1.2	1.3	5.3
COc1ccc(Cl)cc1N1C(=O)C2CCCN2C1c1ccc(F)c(F)c1 (stereo unspecified)	1.3	-11.3	-2.2	8.2	0.9	-10.4	-4.5	-10.8	12.9

Retrieved one by one from above (2):
Molecule	LYPLA1 inh	ZTA counter	GSTO1 inh	PAFAH1B3 inh	PAD4 inh	LYPLA2 counter	PREPL inhibitor	PAFAH2 inh	EBNA-1 inhibitor
CCn1ccnc1CC1COc2ccccc2O1 (stereo unspecified)	-1.4	15.4	0.0	-4.9	-2.1	3.4	-4.6	-1.6	8.3
Cc1ccc2c(Cl)cc(Cl)c(OCC(=O)NC(C)(C)C)c2n1	0.8	5.2	9.5	0.8	-3.2	3.2	7.3	0.9	5.1
